Screening data deposited in PubChem BioAssay by several laboratories.
STAT1 act – increases IFN-gamma driven STAT1 reporter signal; NIH 3T3 STAT1-luciferase reporter, luminescence; 100% = IFN-gamma alone, no compound; activation (% of control), % at 5.5 µM; 200,000 compounds, 2.6% hits; AID 932;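 active = activation above the screen-wide mean activation plus 3 SD, cut at about 130% in these data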;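 note: raw ratio to IFN-gamma control signal so 100% means no change and 0% no light; values of inactives mirror those of a sister screen read the other way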
APP transl inh – APP translation inhibition. SH-SY5Y APP 5'UTR-luciferase reporter, luminescence. inhibition, % at 2 µM. 190,000 compounds, 0.82% hits. AID 1285;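 active = inhibition above a set limit, derived from the sample mean plus 3 SD, cut at about 45% in these data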; note: values of inactives mirror those of a sister screen read the other way
STAT3 blocker – STAT3 signaling inhibition; 190,000 compounds, 0.89% hits; AID 862; U3A cells, IL-6 STAT3-luciferase reporter, luminescence; host cell line lacks STAT1; inhibition, % at 5.5 µM;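 active = inhibition above the mean inhibition across all screened compounds plus 3 SD, cut at about 44% in these data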;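 note: 0% = DMSO only wells and 100% = 100 µM nifuroxazide control wells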
Diaph inh CS – counter-screen for diaphorase-based assays: diaphorase inhibitors and chemical oxidizers. AID 1217. inhibition, % at 20 µM. 190,000 compounds, 0.69% hits. diaphorase resazurin-to-resorufin fluorescence, NADH, 16 min; bacterial (C. kluyveri) enzyme, not human;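 active = primary screen inhibition at 20 µM above a set limit, cut at about 50% in these data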;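 note: plate controls were DMSO with full reaction for no effect and wells lacking NADH for full effect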
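material = Clostridium kluyveri diaphorase enzyme | amount = 0.14 U/mL diaphorase, enzyme working solution | schedule = incubation 16 min, room temperature | detection = fluorescence of resorufin formed from resazurin, Ex 544/Em 590 nm | benchmarks = positive control minus NADH, DMSO neutral control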
TLR4-MyD88 BLA – TLR4-MyD88 interaction inhibition in cells. O00206+Q99836. HeLa CL3-4 TLR4/MyD88 BLA complementation, FRET ratio. inhibition, % at 8.4 µM. 200,000 compounds, 0.18% hits. AID 861; in the data active = inhibition above about 25%;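 note: 0% = vehicle and 100% = reference inhibitor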
Target sequence (O00206 whole entry, looked up): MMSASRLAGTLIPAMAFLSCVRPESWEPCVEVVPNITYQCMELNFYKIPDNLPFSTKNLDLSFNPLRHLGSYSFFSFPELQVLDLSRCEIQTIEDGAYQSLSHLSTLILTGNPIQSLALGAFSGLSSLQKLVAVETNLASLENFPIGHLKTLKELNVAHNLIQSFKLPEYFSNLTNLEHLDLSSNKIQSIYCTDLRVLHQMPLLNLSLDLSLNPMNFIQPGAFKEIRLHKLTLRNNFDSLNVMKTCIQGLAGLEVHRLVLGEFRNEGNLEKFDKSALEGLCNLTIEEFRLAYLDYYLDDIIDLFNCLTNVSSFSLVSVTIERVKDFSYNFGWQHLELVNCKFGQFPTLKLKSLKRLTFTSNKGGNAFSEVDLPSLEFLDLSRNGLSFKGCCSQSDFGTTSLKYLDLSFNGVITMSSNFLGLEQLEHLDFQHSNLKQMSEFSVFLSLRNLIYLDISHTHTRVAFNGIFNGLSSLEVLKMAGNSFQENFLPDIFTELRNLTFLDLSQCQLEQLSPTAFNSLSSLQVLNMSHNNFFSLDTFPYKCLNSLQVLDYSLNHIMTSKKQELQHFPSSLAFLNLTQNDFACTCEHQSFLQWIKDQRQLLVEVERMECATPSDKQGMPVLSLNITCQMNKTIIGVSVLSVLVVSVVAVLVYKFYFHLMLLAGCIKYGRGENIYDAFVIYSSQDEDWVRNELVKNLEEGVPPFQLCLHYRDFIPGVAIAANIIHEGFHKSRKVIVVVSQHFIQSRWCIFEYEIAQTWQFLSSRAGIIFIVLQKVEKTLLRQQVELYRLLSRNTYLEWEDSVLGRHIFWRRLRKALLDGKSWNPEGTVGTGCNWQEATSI
Target sequence (Q99836 whole entry, looked up): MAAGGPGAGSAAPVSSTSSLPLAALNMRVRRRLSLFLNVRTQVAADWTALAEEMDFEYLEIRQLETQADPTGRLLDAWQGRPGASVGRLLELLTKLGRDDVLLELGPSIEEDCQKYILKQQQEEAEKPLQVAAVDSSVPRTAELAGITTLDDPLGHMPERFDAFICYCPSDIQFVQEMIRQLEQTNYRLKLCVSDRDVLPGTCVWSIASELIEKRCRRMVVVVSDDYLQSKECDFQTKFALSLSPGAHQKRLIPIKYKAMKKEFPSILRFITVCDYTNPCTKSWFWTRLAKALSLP
STAT3 act – increases IL-6 driven STAT3 reporter signal | AID 871 | U3A cells, IL-6 STAT3-luciferase reporter, luminescence; 100% = signal with IL-6 EC80 alone | activation (% of control), % at 5.6 µM | 190,000 compounds, 0.91% hits;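 active = activation above the screen-wide mean of compound activation plus 3 SD, cut at about 130% in these data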;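 note: 0% = background luminescence of wells with medium and substrate only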
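Test system: Human STAT1-deficient U3A cells with stable STAT3-luciferase reporter | Also added: Interleukin-6, 33 ng/mL | Timing: Compound pre-incubation 1 h before IL-6, then 6 h stimulation at 37 °C | Technique: Luciferase reporter luminescence | Read-out: Percent of IL-6-only median luminescence | Benchmarks: IL-6-only wells as 100% reference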
G6PDH counter – inhibits Leuconostoc G6PDH, flagging false hits in G6PDH-based assays. Purified L. mesenteroides G6PDH, diaphorase/resazurin coupled fluorescence, 45 min. inhibition, % at 5 µM. 200,000 compounds, 0.12% hits; in the data active = inhibition above about 50%
STAT1 blocker – reduces IFN-gamma driven STAT1 reporter signal; AID 920; 200,000 compounds, 0.35% hits; NIH 3T3 STAT1-luciferase reporter, luminescence; inhibition, % at 5.5 µM;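 active = inhibition above a set limit, the mean inhibition across all tested compounds plus 3 SD, cut at about 34% in these data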;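 note: 0% = IFN-gamma with DMSO and 100% = IFN-gamma with 300 µM nifuroxazide; values of inactives mirror those of a sister screen read the other way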
Diaphorase act – counter-screen for diaphorase-based assays: diaphorase activators and chemical reducers; 190,000 compounds, 0.005% hits; Diaphorase/resazurin coupled assay, resorufin fluorescence, 16 min; stronger effect = higher value; 1 = vehicle wells, 0 = NADH-free wells; AID 1229; activation factor at 20 µM;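 active = diaphorase activity raised at least twofold by the compound at 20 µM; inactive = activation factor below 2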
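Material: bacterial diaphorase enzyme (C. kluyveri); amount: enzyme 0.07 U/mL final; reagent: NADH substrate 0.114 mM plus resazurin dye 0.1 mM, final; doses: single compound dose of 20 µM, 1% DMSO final; timing: 16 min enzyme reaction, ambient temperature; measured by: fluorescence of resorufin, 544 nm excitation, 590 nm emission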
Hsp70 act – switches on Hsp70 transcription; HeLa Hsp70 promoter luciferase reporter, luminescence; scaled: vehicle 0, proteasome-inhibitor control 100%; activation, % at 10 µM; 200,000 compounds, 0.04% hits; AID 1203;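 active = activation above the mean across all tested compounds plus 3 SD, cutoff set per campaign, cut at about 5.5% in these data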;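 note: 100% = MG132 at 30 µM as the positive control and 0% = DMSO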
Numbers without * were called inactive; · = no result given. Compounds were not picked by outcome; 6.1% or so of the library scored in one or more.

SMILES	STAT1 act	APP transl inh	STAT3 blocker	Diaph inh CS	TLR4-MyD88 BLA	STAT3 act	G6PDH counter	STAT1 blocker	Diaphorase act	Hsp70 act
N#C/C(=C(\O)Cc1ccccc1)c1nc2ccccc2[nH]1	96.3	-15.5	13.6	3.0	2.2	91.3	1.9	4.0	1	-0.1
CCCn1nnnc1-c1cc(Cl)cc(Cl)c1	99.7	-14.5	16.4	-0.9	5.0	92.5	1.1	0.3	1	0.0
CCCCNC(=O)OCCNC(=O)NC	109.0	3.9	3.6	11.7	11.6	100.3	0.7	-9.8	0.9	-0.1
CCOc1ccc(-c2noc(CCC(=O)NC)n2)cc1OCC	101.4	-4.2	-3.3	12.4	-3.4	108.5	1.1	-0.8	0.9	-0.3
CCCCC1(Cc2ccc(OC)c([N+](=O)[O-])c2)C(=O)N(c2ccccc2)N(c2ccccc2)C1=O	94.6	4.0	7.1	11.8	-17.0	99.8	-18.8	6.0	0.9	-0.4
Cc1[nH]n(-c2nc(-c3ccccc3)cc(=O)[nH]2)c(=O)c1CCO	97.8	-11.6	14.6	15.6	4.8	97.0	-5.2	1.7	0.8	0.4
COc1cc(C)c(Br)cc1S(=O)(=O)NCCN1CCOCC1	101.6	-5.5	6.8	3.1	-13.1	102.3	0.9	-1.6	1	-0.2
C/C(=N\Nc1ccc([N+](=O)[O-])cc1)c1ccc(N)cc1	104.9	-4.3	5.5	7.7	10.4	97.3	3.6	-5.5	0.9	0.0
O=C(Cn1nnc(-c2ccccc2F)n1)Nc1ccc(C(=O)N2CCOCC2)cc1	100.7	12.8	-2.2	-1.3	-12.0	102.6	-8.2	-0.8	1	-0.5
O=C(NC1=C(NC2CCS(=O)(=O)C2)C(=O)c2ccccc2C1=O)c1ccccc1 (centres undefined)	92.9	32.8	-2.2	71.5*	7.1	107.5	51.4*	8.1	0.3	-0.1
Cc1c(O)c2c3c(cccc3c1O)C(=O)N(c1ccccc1)C2=O	97.9	-19.1	4.5	29.4	3.7	97.4	2.9	1.7	0.7	-0.5
CCOC(=O)N1CCN(C(=S)Nc2ccc(C)cc2)CC1	107.8	0.7	0.6	11.2	6.4	102.9	3.6	-8.8	0.9	-0.5
Cn1c(=O)c2c(nc(SCC(=O)NC34CC5CC(CC(C5)C3)C4)n2C)n(C)c1=O	98.6	2.6	-0.1	2.1	-8.1	100.2	-3.8	1.5	1	-0.1
c1ccc(Nc2c3c(nc4ccccc24)CCC3)cc1	78.7	-7.7	23.0	2.8	2.0	88.5	-4.2	22.5	1	-0.1
COc1cc(C(=O)N2CCC(n3c(C)nc4cc(F)ccc43)CC2)cc(OC)c1OC	99.7	2.9	-1.0	-12.5	-23.8	103.5	15.1	0.4	1.1	-0.1

One compound at a time, from the list above.
CCCCNC(=O)OCCNC(=O)NC as listed: STAT1 act: 109.0; APP transl inh: 3.9; STAT3 blocker: 3.6; Diaph inh CS: 11.7; TLR4-MyD88 BLA: 11.6; STAT3 act: 100.3; G6PDH counter: 0.7; STAT1 blocker: -9.8; Diaphorase act: 0.9; Hsp70 act: -0.1
CCCn1nnnc1-c1cc(Cl)cc(Cl)c1 as listed: STAT1 act: 99.7; APP transl inh: -14.5; STAT3 blocker: 16.4; Diaph inh CS: -0.9; TLR4-MyD88 BLA: 5.0; STAT3 act: 92.5; G6PDH counter: 1.1; STAT1 blocker: 0.3; Diaphorase act: 1; Hsp70 act: 0.0

(cont.)
SMILES	STAT1 act	APP transl inh	STAT3 blocker	Diaph inh CS	TLR4-MyD88 BLA	STAT3 act	G6PDH counter	STAT1 blocker	Diaphorase act	Hsp70 act
C=C1C(=O)O[C@H]2C1CC[C@@](C)(O)C13C=CC(C)(C21)C1(C3)C(=O)O[C@@H]2C3C(C)=CCC3[C@](C)(O)C[C@H](OC(C)=O)C21 (some centres undefined)	102.2	-17.8	-1.2	18.9	-4.9	103.3	-2.2	-2.4	0.8	0.1
Cc1noc(C)c1S(=O)(=O)N(CC(=O)O)c1ccc2c(c1)OCO2	99.9	-8.4	7.2	14.3	-15.8	95.5	1.3	0.1	0.9	-0.2
COc1cc(/C=C2\SC(N3CCc4ccccc4C3)=NC2=O)cc(OC)c1OC	87.7	-7.2	3.0	17.8	-1.7	96.8	-16.5	13.8	0.8	0.0
Cc1ccc(C(C(=O)NCCc2ccccc2)N(C(=O)c2csnn2)C2CC2)o1 (centres undefined)	86.8	-2.2	3.2	25.3	-7.0	100.5	-0.2	14.4	0.7	0.1
Cc1cc(Cl)ccc1NC(=S)N1CCN(Cc2ccccc2)CC1	89.2	-17.7	24.2	9.4	-8.6	78.6	-3.3	11.8	0.9	-0.1
O=C(Cn1nnc2ccccc21)N1CCCCC1	99.2	3.8	4.4	9.3	-6.5	99.6	3.6	0.9	0.9	-0.1
CCOCCCNC(=O)/C(C#N)=C/c1ccc(C)o1	98.2	-7.0	15.2	-10.0	-3.9	93.4	7.2	0.6	1.1	0.0
CCCn1c(SCC(=O)Nc2cc(S(=O)(=O)N3CCOCC3)ccc2OC)n[nH]c1=O	99.1	-12.0	-0.2	11.4	-2.2	98.0	-11.2	1.0	0.9	-0.3
CC(C)CCN1CCN(Cc2ccc(C#CC(C)(C)O)s2)CC1CCO (centres undefined)	120.2	20.0	2.2	10.4	12.8	101.0	5.5	-24.2	0.9	-0.3
O=S(=O)(Nc1ccc2c(c1)OCO2)c1cccs1	103.9	-3.9	0.4	29.1	0.5	101.9	3.9	-4.3	0.7	-0.1
COc1ccc(-c2n[nH]c3c2C(c2ccc(OC)c(OC)c2)N(c2ccccc2)C3=O)cc1 (centres undefined)	110.2	2.1	-3.1	7.9	3.4	106.6	14.4	-11.0	0.9	-0.2
COc1ccc(CCNC(=O)CNC(=O)Cn2cnc3sc(C)c(C)c3c2=O)cc1OC	107.0	-15.9	-0.9	9.2	9.6	103.8	16.4	-8.8	0.9	-0.1
COc1ccccc1N=NC1=C(O)CC(C)(C)CC1=O	102.5	5.6	-12.2	4.4	-4.9	114.2	-6.0	-2.8	1	-0.3
O=C(NCC1CCN(C(=O)c2ccc([N+](=O)[O-])cc2)CC1)C(=O)Nc1ccccc1	99.6	-27.6	0.6	5.1	8.8	100.8	5.4	-0.7	0.9	-0.1
COCCOC(=O)C1=C(C)NC2=C(C(=O)CCC2)C1c1ccc2c(c1)OCO2 (centres undefined)	99.9	-2.0	6.3	2.9	-5.4	99.0	-0.8	0.1	1	-0.4
Oc1ccccc1-c1cc(-c2ccccc2Cl)[nH]n1	107.7	-231.3	10.6	27.0	4.6	92.9	2.6	-8.3	0.7	0.1
O=C(CSc1nc2[nH]ncc2c(=O)[nH]1)NCCc1ccccc1	100.2	7.3	4.6	2.8	2.7	101.6	3.8	-2.4	1	-0.2
C=C(C)C1CC=C(C)/C(=N/NC(=O)c2ccc(NC(=O)CCC)cc2)C1 (centres undefined)	96.0	24.0	2.3	24.0	3.7	101.0	7.4	4.4	0.8	0.1
CCN(c1ccccc1)S(=O)(=O)c1ccc(C(=O)Nc2nnc(-c3ccco3)o2)cc1	101.9	-3.5	4.4	13.5	2.3	103.9	9.8	-4.2	0.9	0.3
NC(=O)CSc1oc(-c2cccs2)nc1S(=O)(=O)c1ccccc1	99.9	-4.4	-2.1	20.4	-14.0	103.0	-1.8	0.5	0.8	-0.1
Oc1ccccc1-c1nc(N2CCN(Cc3ccccc3)CC2)c2ccccc2n1	98.3	8.8	-52.0	16.4	1.7	145.8*	5.4	1.8	0.8	-0.3
CC(=O)c1cc(-c2ccccc2)n(CCC(=O)NC2CCCCC2)c1C	94.6	-13.9	2.2	7.2	-1.9	98.1	6.1	6.1	0.9	-0.1
Cc1ccc(CN(N=Nc2nonc2N)c2nonc2N)c(C)c1	99.7	-13.2	9.0	·	8.0	96.0	·	0.3	·	0.0
CCOc1ccc(CCNS(=O)(=O)c2cnc[nH]2)cc1OCC	101.7	-4.3	-3.8	10.1	10.4	106.9	-2.2	-3.7	0.9	-0.2
COC(=O)C1Cc2c([nH]c3ccccc23)C(C)N1 (centres undefined)	103.0	-5.3	6.5	-0.7	-12.0	100.9	-11.6	-3.4	1	-0.6
Cc1ccc(N(C(=O)CCC(=O)Nc2cc(C)on2)C(C(=O)NC2CCCC2)c2cccs2)cc1 (centres undefined)	102.4	5.5	2.7	9.2	5.2	95.3	-2.2	-2.6	0.9	-0.2
COc1ccc(-c2n[nH]c(=S)n2CC(C)C)cc1	108.6	-3.3	-2.7	4.8	-7.1	103.5	3.1	-9.3	1	-0.1
Fc1ccc(C2=Nc3cccc4cccc(c34)N2)cc1	105.8	-15.2	-18.2	19.3	-8.9	118.8	18.8	-8.5	0.8	-0.1
S=C(NC12CC3CC(CC(C3)C1)C2)N1CCOCC1	97.9	-11.6	-6.8	-18.0	6.8	109.9	9.3	0.6	1.2	-0.1
CCOc1ccc(NC(=O)N2CCCC2C(=O)NCC2CCCO2)cc1 (centres undefined)	99.3	-3.3	3.1	13.3	-16.3	101.9	11.4	-0.7	0.9	-0.4
O=C(O)CCCC(=O)N1N=C(c2c(-c3ccccc3)c3cc(Cl)ccc3[nH]c2=O)CC1c1cccs1 (centres undefined)	102.5	-10.3	-0.8	18.3	-0.6	101.4	-1.3	-2.8	0.8	-0.5
CCn1c(=O)n(CC(=O)Nc2cccc(OC)c2)c(=O)c2ccccc21	99.6	-12.4	0.9	9.2	1.8	102.9	17.6	1.9	0.9	-0.4
C/C(=N\NC(=O)COc1ccc(C)cc1C(C)C)c1cc2ccccc2o1	101.8	-24.1	-4.2	47.3	-4.4	108.8	-14.4	-2.0	0.5	-0.3
Cc1ccc(C)c(S(=O)(=O)Nc2ccc(O)c(C(=O)O)c2)c1	102.1	-22.3	2.9	8.1	-9.5	103.8	3.8	-4.3	0.9	-0.3
CN1CCN(CC(=O)Nc2nc(-c3c[nH]c4ccccc34)cs2)CC1	96.0	-44.3	-14.0	-14.9	-10.8	118.0	0.2	2.2	1.1	0.1
O=C(NCCN1CCOCC1)N1c2ccccc2Sc2ccccc21	101.8	8.0	12.7	8.6	4.2	97.8	3.2	-2.0	0.9	-0.4
Cc1cccc(Oc2sc(C(=O)c3ccccc3)c(N)c2C#N)c1C	99.1	2.9	11.0	27.3	2.6	94.2	4.1	1.0	0.7	-0.5
CCc1cc(/C(Cc2ccccn2)=N\O)c(O)cc1O	100.2	-13.9	29.3	31.3	-2.6	78.6	2.1	-0.2	0.7	-0.2
COc1ccccc1C1C=C(c2ccc(Cl)cc2)Nc2nc(N3C(=O)CCC3=O)nn21 (centres undefined)	102.9	6.7	3.4	14.9	7.5	100.7	7.2	-3.2	0.9	0.5
